Compound activity deposited in PubChem BioAssay by several laboratories.
NADH enzymes – inhibition of NAD/NADH coupling enzymes, library profiling; coupled PK/LDH NADH assays, four targets; IC50, µM (doses to about 10 µM), for the others: at the top dose inhibition; hit rate 0.02% among 65,000; AID 774;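 active = single-dose screening hits from any of four coupled enzyme assays that gave an IC50 when retested across doses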;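 also: the DPM-DC format reads NADH fluorescence rather than 340 nm absorbance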
Her2 expr inh – inhibitors of human Her2 kinase expression; AID 645; hit rate 0.69% among 65,000; SKBR-3 HER2 protein level, AlphaScreen, 18-24 h; active compounds read low; P04626; HER2 level % of control, % at 10 µM;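 active = HER2 level under 5% of the carrier-only control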;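 also: 100% = DMSO carrier and 0% = 500 nM PU-H71 HSP90 inhibitor; lower value means stronger loss of Her2 protein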
5HT1a ag – activates the human 5-HT1a serotonin receptor | hit rate 0.56% among 65,000 | P08908 | activation, % at 10 µM | AID 567 | CHO 5-HT1a Ga15 NFAT-bla reporter, FRET ratio; 0% basal, 100% maximal reference agonist;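 active = activation above the screen-wide mean activation plus 3 SD, cut at about 19% in these data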;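 also: 0% = DMSO wells and 100% = 5-CT at EC100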
Ec RNAP inh – Escherichia coli RNA polymerase inhibition. P0A8V2. E. coli RNA polymerase, fluorescence transcription assay. inhibition, %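 (tested at 10 µM)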. hit rate 0.2% among 62,000. AID 559; in the data active = inhibition above about 20%;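 also: 0% = enzyme without compound and 100% = no enzyme blank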
M1 ag – activates the M1 muscarinic receptor. CHO-M1 cells, Fluo-4 calcium fluorescence, agonist mode; active compounds read high. B-score at 10 µM. hit rate 3% among 64,000. AID 626;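 active = fluorescence rise, raw or as B-score row- and column-corrected plate score, outside the 99.7% band of its plate's samples, either direction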
D1 allo mod – allosterically modulates the human D1 dopamine receptor; HEK293 D1, CRE-luciferase, dopamine EC30 potentiation; actives deviate in either direction; B-score at 10 µM; hit rate 5.9% among 58,000; AID 641;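 active = luminescence count or its row- and column-corrected plate score outside the 99.7% band of the plate's sample wells, on either side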
Target sequence (P21728 whole entry, looked up): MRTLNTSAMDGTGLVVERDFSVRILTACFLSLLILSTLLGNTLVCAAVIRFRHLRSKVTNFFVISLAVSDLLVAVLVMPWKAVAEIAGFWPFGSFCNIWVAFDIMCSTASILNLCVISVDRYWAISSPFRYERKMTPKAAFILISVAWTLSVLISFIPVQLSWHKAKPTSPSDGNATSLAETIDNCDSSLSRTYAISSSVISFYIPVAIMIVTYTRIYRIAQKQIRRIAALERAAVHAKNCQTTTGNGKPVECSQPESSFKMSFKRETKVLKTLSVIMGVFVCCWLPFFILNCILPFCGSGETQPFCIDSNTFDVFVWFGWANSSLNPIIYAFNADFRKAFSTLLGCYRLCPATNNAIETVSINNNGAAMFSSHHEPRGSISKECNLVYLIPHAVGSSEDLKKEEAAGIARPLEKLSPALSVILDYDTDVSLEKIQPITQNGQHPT
M1 antagonist – antagonists of rat M1 muscarinic receptor | P08482 | CHO-M1 cells, Fluo-4 calcium, ACh EC80 antagonist mode; active compounds read low | B-score at 10 µM | hit rate 3.4% among 64,000 | AID 628;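 active = calcium fluorescence response, raw or row-and-column corrected B-score, differing from the plate sample mean either way at a set confidence level, mostly lower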
Target sequence (P08482 whole entry, looked up): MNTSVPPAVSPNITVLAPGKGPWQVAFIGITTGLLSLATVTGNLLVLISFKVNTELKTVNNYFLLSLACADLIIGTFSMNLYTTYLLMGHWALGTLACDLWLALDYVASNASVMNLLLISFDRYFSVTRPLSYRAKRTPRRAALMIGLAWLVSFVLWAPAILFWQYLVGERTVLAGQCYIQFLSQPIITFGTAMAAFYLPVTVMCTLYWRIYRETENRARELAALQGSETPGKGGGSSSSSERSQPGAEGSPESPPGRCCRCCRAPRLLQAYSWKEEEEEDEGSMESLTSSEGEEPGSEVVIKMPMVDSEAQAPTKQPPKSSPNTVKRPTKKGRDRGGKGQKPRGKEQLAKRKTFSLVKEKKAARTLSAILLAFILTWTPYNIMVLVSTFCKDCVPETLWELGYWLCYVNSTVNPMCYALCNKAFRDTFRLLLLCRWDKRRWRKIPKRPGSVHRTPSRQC
Autofluor 339 – intrinsic fluorescence of library compounds, ex339/em460 – biochemical, MLSMR library, data from DPM-DC assay, artefact control, profiling panel | hit rate 5.5% among 65,000 | AID 709 | fluorescence fold increase at 10 µM | compound autofluorescence, ex339/em460 nm, NADH buffer; active compounds read high; 1 = no-compound wells, NADH background;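 active = at 10 µM, mean starting fluorescence two-fold or more over control wells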;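 also: signal is the first read of a kinetic run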
Hsp90 block – displaces geldanamycin probe from tumor Hsp90. inhibition, % at 30 µM. NCI-N417 lysate Hsp90, Cy3B-geldanamycin FP displacement. hit rate 0.35% among 64,000;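 active = inhibition above 50%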;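 also: 0% = tracer plus lysate wells and 100% = tracer alone without lysate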
* hit, by the source's call; · = not tested or not shown; [ ] = another dose, or the depositor's remark.

Values run as follows: NADH enzymes	Her2 expr inh	5HT1a ag	Ec RNAP inh	M1 ag	D1 allo mod	M1 antagonist	Autofluor 339	Hsp90 block
CCCN(c1ccc(C(C)C)cc1)S(=O)(=O)c1c(C)[nH]c(=O)[nH]c1=O
  3.0%	82.5	-2.6	6.1	0.741	-0.324	-0.323	1.15	0.8
CC(C)Cn1cc(C(=O)N2CCOCC2)c2c3ccccc3n(C)c2c1=O
  8.0%	76.2	-3.8	-4.0	-0.0133	0.0113	0.326	2.6*	-4.3
N#Cc1c(-c2ccccc2)nc(N2CCOCC2)[nH]c1=O
  5.0%	80.9	-1.2	·	0.0353	0.473	0.219	1.14	-2.7
Cc1cc(C)n2c(Br)c(CSc3nc4ccccc4o3)nc2n1
  9.0%	113.3	-2.9	3.0	-0.17	1.09	-2.37	2.63*	-5.0
COc1ccccc1OCC(=O)N1CCNC1=O
  2.0%	85.0	-5.4	4.8	-0.443	-0.0246	-0.098	1.04	-0.6
c1ccc2c(c1)N1CCN=C1N2CCN1CCCCC1
  5.0%	92.0	1.1	10.5	0.123	1.01	-0.821	1.09	-0.8
CC1CCN(c2nc3c(c(=O)n(C)c(=O)n3C)n2CCSc2ncccn2)CC1
  3.0%	74.0	-1.8	5.0	0.574	-0.181	-0.000866	1.06	-3.2
Cc1c(C(=O)O)[nH]c2c1C(=O)CC(c1ccccc1)C2 (centres undefined)
  8.0%	112.3	0.3	0.6	-0.319	·	-0.0284	1.12	-5.7
O=C(Cn1[nH]c(=O)c2ccccc2c1=O)OCC(=O)N1CCc2ccccc2C1
  0.0%	128.3	-1.6	2.5	0.257	-0.532	-0.241	1.1	-3.0
N#Cc1nc(COc2ccccc2)oc1NCCN1CCOCC1
  4.0%	83.7	0.6	2.5	0.65	-1.13	0.0861	1.05	-6.2
CCCC(c1nnnn1CCc1ccccc1)N1CCN(C2CCCC2)CC1 (centres undefined)
  4.0%	94.6	-3.3	1.9	0.29	1.79	-0.619	1.08	-3.0
CCn1c2c(c3cc(C(=O)O)ccc31)CCCC2=O
  21.0%	107.6	-0.1	-1.1	0.809	-0.0176	0.0856	2.57*	-6.3
Cc1ccc(C(C(=O)NC2CCCC2)N(Cc2ccco2)C(=O)CCC(=O)Nc2ccccn2)cc1 (centres undefined)
  7.0%	91.0	-1.1	6.0	0.66	-0.053	-0.0611	1.15	-2.5
CCCS(=O)(=O)N1CCCC(C(=O)NCCCN(CC)c2cccc(C)c2)C1 (centres undefined)
  4.0%	96.6	-2.0	3.5	-0.503	-0.668	-0.113	1.02	-2.3
COc1cccc(C(=O)NCc2cccnc2)c1
  3.0%	86.6	-1.3	5.7	-0.0837	-0.154	-0.0803	1.1	-2.1

Next part
Values run as follows: NADH enzymes	Her2 expr inh	5HT1a ag	Ec RNAP inh	M1 ag	D1 allo mod	M1 antagonist	Autofluor 339	Hsp90 block
Cc1nc2ccccc2c(=O)n1CC(=O)N1CCOCC1
  2.0%	79.8	-1.9	6.5	0.6	0.0127	0.363	1.02	-0.9
CCC(=O)N1CCN(C(=O)CC)C1c1ccccc1
  7.0%	93.6	1.2	3.8	0.503	0.211	1.18	0.9	-1.4
Cc1nc2c(c(=O)n1CCC1=CCCCC1)c1nc3ccccc3nc1n2/N=C/c1ccco1
  8.0%	79.6	-3.7	1.7	1.93	-1.3	-0.0636	1.63	-31.0
Cn1c(=O)c(=O)n(C)c2cc(S(=O)(=O)N3CCC(N4CCCCC4)CC3)ccc21
  6.0%	76.0	-5.6	2.1	0.741	0.16	-0.42	1.44	-2.5
Cc1c(OCc2ccccc2)c(=O)ccn1Cc1ccccc1
  6.0%	86.8	-0.5	9.8	-0.307	·	-0.18	1.12	-2.4
COc1cccc(CC(=O)NCC2COc3ccccc3O2)c1OC (centres undefined)
  5.0%	103.3	-0.7	1.4	0.343	0.288	-11.5*	1.01	-5.6
Cc1c(Nc2nc3ccccc3nc2N2CCN(c3ccccc3)CC2)c(=O)n(-c2ccccc2)n1C
  8.0%	93.6	1.8	8.6	3.57*	-0.432	-0.607	1.1	-5.7
COC(=O)Cn1c(=NC(=O)CSCC(=O)NC2CCCCC2)sc2cc(OC)ccc21
  6.0%[fluoresces]	52.7	1.6	3.8	0	0.0157	-0.307	2.15*	-2.4
O=C1CCNc2cc3ccccc3cc21
  3.0%[fluoresces]	64.5	-1.8	4.5	-1.58	1.35	0.0317	2.02*	12.3
O=C(CCCOc1ccccc1)Nc1ccc2c(c1)OCCO2
  3.0%	104.8	-4.3	5.9	0.0675	-1.02	0.0315	1.07	-2.4
Cc1nc(C)c(C(=O)C2=C(O)C(=O)N(CCN3CCOCC3)C2c2cccnc2)s1 (centres undefined)
  5.0%	99.5	0.0	8.8	0.157	-0.388	-0.523	1.03	-8.6
CCCCSCCCNC(=O)Nc1cccc(OC)c1
  4.0%	109.2	-3.9	-0.9	-0.382	-0.437	-0.575	1.06	-1.6
CCCCOC(=O)c1ccc(NC(=O)c2cnccn2)cc1
  5.0%	149.5	-1.1	3.2	-1.42	-0.116	-0.0486	1.11	-5.0
N#CCCN1CCN(S(=O)(=O)c2ccc(S(=O)(=O)NCc3ccccc3)cc2)CC1
  4.0%	97.1	-1.0	4.5	0.515	-0.114	-3.45*	1.07	-2.8
CC1=Nn2c(nnc2-c2ccc(F)cc2)SC1
  4.0%	107.9	-1.2	-3.9	0.0305	-0.822	0.51	0.95	0.5

(further entries)
Values run as follows: NADH enzymes	Her2 expr inh	5HT1a ag	Ec RNAP inh	M1 ag	D1 allo mod	M1 antagonist	Autofluor 339	Hsp90 block
Cn1c(SCC(=O)c2ccc3c(c2)OCO3)nnc1-c1ccccn1
  2.0%	49.5	0.6	1.5	-0.958	0.0765	-0.739	1.01	-3.3
Cn1c(SCC(=O)Nc2ccccc2F)nnc1-c1cccnc1
  2.0%	84.3	1.0	9.1	-0.221	1.33	0.33	1.08	0.7
O=S(=O)(c1ccccc1)c1nc(-c2ccco2)oc1NCCCN1CCOCC1
  2.0%	85.5	2.3	8.3	0.656	0.513	0.547	1.09	-1.5
Cc1ccccc1-c1nc(CS(=O)CC(=O)NCCCN(C)c2ccccc2)c(C)o1 (centres undefined)
  0.0%	97.7	-2.9	1.9	0.224	0.0468	-0.515	1.07	-3.1
Oc1ccc(N=Cc2ccc(O)c(O)c2)cc1
  3.0%	72.7	-0.9	9.0	-0.473	-0.682	0.215	1.03	93.1*
FC(F)(F)c1cc(-c2cccs2)nc(N2CCOCC2)n1
  5.0%	104.7	0.0	3.7	1.45	0.831	-0.285	1.37	-2.4
COc1ccc2nc(SCC(=O)Nc3ccc4c(c3)OCCO4)[nH]c2c1
  5.0%	100.6	-2.2	1.6	0.0552	·	-0.467	1.09	-4.1
Cc1c(NC(=O)C2CCN(S(=O)(=O)c3ccccc3)CC2)c(=O)n(-c2ccccc2)n1C
  21.0%	102.2	1.2	5.0	0.0839	-0.245	-0.0291	1.1	-4.0
O=C(c1cc(-c2cccc(O)c2)on1)N1CCOCC1
  3.0%	68.9	-2.2	-7.8	0.126	-5*	-0.712	1.05	-1.3
COCCSc1nnc(NC(=O)C2CCCCC2)s1
  6.0%	87.1	-1.0	2.4	0.686	0.221	-1.16	1.09	-1.1
CC(C)c1nc(N2CCOCC2)c(C#N)c2c1COC(C)(C)C2
  9.0%[fluoresces]	49.3	4.5	-12.5	2.8	·	-0.47	2.28*	-4.0
Cc1ccc(-c2ccc(=O)n(CC(=O)N3CCN(c4cccc(C)c4)C(C)C3)n2)cc1 (centres undefined)
  7.0%	85.1	-2.8	2.3	0.465	0.582	-0.258	1.18	0.1
Cc1ccc2c(c1)CCCN2C(=O)c1ccoc1C
  3.0%	-29.3*	-3.0	3.9	-0.538	-0.27	1.32	1.08	·
CCOC(=O)c1[nH]c2ccc(OC)cc2c1NC(=O)OC
  11.0%[fluoresces]	88.8	-3.1	·	-0.838	1.72	-0.0562	3.63*	1.4
Cc1cccc(-n2ccnc2SCC(=O)Nc2cc(C)on2)c1
  4.0%	90.4	-2.6	3.9	-0.167	0.126	0.139	1.03	-0.1

Next section
Values run as follows: NADH enzymes	Her2 expr inh	5HT1a ag	Ec RNAP inh	M1 ag	D1 allo mod	M1 antagonist	Autofluor 339	Hsp90 block
COc1ccc(CCNC(=O)C(C)OC(=O)c2ccco2)cc1OC (centres undefined)
  4.0%	115.2	0.5	6.6	-0.823	0.193	0.464	1.09	-4.5
COc1cccc(-c2nc(CS(=O)CC(=O)NC3CC3)c(C)o2)c1 (centres undefined)
  3.0%	92.2	-0.6	-0.2	-0.299	0.0928	0.561	1.06	-1.6
CC(=O)Cc1nsc(NC(=O)c2ccc(-c3ccc(Cl)c(C(F)(F)F)c3)o2)n1
  4.0%	98.2	0.6	6.4	-0.0723	-0.17	0.0132	1.3	1.0
COc1cc2c(cc1OC)CN(C(=O)c1cccs1)CC2
  6.0%	119.9	0.4	-4.7	-0.00227	5.12*	-0.907	1.14	-1.2
CC(C)Cn1c2c(c(O)c(C(=O)Nc3ccc(F)cc3)c1=O)CCCC2
  4.0%	55.4	-1.9	4.4	2.98*	·	-0.0509	1.16	-3.8
CC(=O)N(C)c1ccc(NS(=O)(=O)Cc2ccccc2)cc1
  1.0%	115.7	68.9*	3.5	0.224	-0.00735	1.05	1.1	-6.1
Cn1c(C(=O)N2CCc3ccccc3C2)cc2oc3ccccc3c21
  6.0%	86.2	-1.6	-1.1	-0.208	·	-0.0909	1.11	3.0
CC1(C)CC(=O)c2c(-c3cccs3)n[nH]c2C1
  17.0%	37.4	-0.6	4.2	0.0397	-1.35	-0.00286	1.73	-4.5
COc1ccc2c(c1)C(=O)N(c1ccccc1OC)C(=O)C2(C)C
  4.0%	180.8	-0.8	-3.4	-0.165	6.89*	-0.0501	1.09	0.9

Already shown: 12 of the compounds above.
Values run as follows: NADH enzymes	Her2 expr inh	5HT1a ag	Ec RNAP inh	M1 ag	D1 allo mod	M1 antagonist	Autofluor 339	Hsp90 block
Cc1ccc(-c2ccc(=O)n(CC(=O)N3CCN(c4cccc(C)c4)C(C)C3)n2)cc1 (centres undefined)
  7.0%	85.1	-2.8	2.3	0.465	0.582	-0.258	1.18	0.1
Cc1ccc2c(c1)CCCN2C(=O)c1ccoc1C
  3.0%	-29.3*	-3.0	3.9	-0.538	-0.27	1.32	1.08	·
CCOC(=O)c1[nH]c2ccc(OC)cc2c1NC(=O)OC
  11.0%[fluoresces]	88.8	-3.1	·	-0.838	1.72	-0.0562	3.63*	1.4
Cc1cccc(-n2ccnc2SCC(=O)Nc2cc(C)on2)c1
  4.0%	90.4	-2.6	3.9	-0.167	0.126	0.139	1.03	-0.1
COc1ccc(CCNC(=O)C(C)OC(=O)c2ccco2)cc1OC (centres undefined)
  4.0%	115.2	0.5	6.6	-0.823	0.193	0.464	1.09	-4.5
COc1cccc(-c2nc(CS(=O)CC(=O)NC3CC3)c(C)o2)c1 (centres undefined)
  3.0%	92.2	-0.6	-0.2	-0.299	0.0928	0.561	1.06	-1.6
CC(=O)Cc1nsc(NC(=O)c2ccc(-c3ccc(Cl)c(C(F)(F)F)c3)o2)n1
  4.0%	98.2	0.6	6.4	-0.0723	-0.17	0.0132	1.3	1.0
COc1cc2c(cc1OC)CN(C(=O)c1cccs1)CC2
  6.0%	119.9	0.4	-4.7	-0.00227	5.12*	-0.907	1.14	-1.2
CC(C)Cn1c2c(c(O)c(C(=O)Nc3ccc(F)cc3)c1=O)CCCC2
  4.0%	55.4	-1.9	4.4	2.98*	·	-0.0509	1.16	-3.8
CC(=O)N(C)c1ccc(NS(=O)(=O)Cc2ccccc2)cc1
  1.0%	115.7	68.9*	3.5	0.224	-0.00735	1.05	1.1	-6.1
Cn1c(C(=O)N2CCc3ccccc3C2)cc2oc3ccccc3c21
  6.0%	86.2	-1.6	-1.1	-0.208	·	-0.0909	1.11	3.0
CC1(C)CC(=O)c2c(-c3cccs3)n[nH]c2C1
  17.0%	37.4	-0.6	4.2	0.0397	-1.35	-0.00286	1.73	-4.5
